# Compound activity (PubChem)
# IDE cell activ: activators of human insulin-degrading enzyme in cells | HEK cells, FAbeta-B cleavage, fluorescence polarization; 0% vehicle, 100% cell-free pure enzyme wells | 340,000 compounds, 0.073% hits | activation, % at 5.96 µM | P14735;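 active = activation above the mean of all tested compounds plus 3 SD, set per screening campaign, cut at about 17% in these data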
# VIM-2 inh: blocks Pseudomonas aeruginosa VIM-2 metallo-beta-lactamase. purified VIM-2, nitrocefin hydrolysis, epi-absorbance fluorescence. inhibition, % at 5.6 µM. 290,000 compounds, 0.89% hits;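 active = inhibition above the mean of all tested compounds plus 3 SD, cutoff set per screening run, cut at about 7.5% in these data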;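 note: red hydrolysis product quenches plate fluorescence so inhibitors raise well fluorescence; 0% = enzyme with DMSO and 100% = DMSO without enzyme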
# NS3 helicase inh: HCV NS3 helicase inhibition. NS3 helicase DNA unwinding, Cy5 molecular beacon fluorescence. 290,000 compounds, 0.56% hits. inhibition, % at 10.9 µM. AID 1800;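 active = inhibition above the mean of all tested compounds plus 3 SD, set per campaign, cut at about 35% in these data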;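 note: 0% = DMSO wells and 100% = thioflavine S control wells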
#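 Assay system: hepatitis C virus NS3 helicase domain fragment enzyme. Also added: annealed dual-labelled DNA beacon duplex, ATP-started. Timing: 1 h reaction at 25 °C, ATP-initiated. Technique: Cy5 fluorescence at 0 and 60 min, beacon hairpin quenching. Evaluation: % inhibition of unwinding. Replication: one well per compound.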
# p-CIP stab down: compounds decreasing mouse p/CIP protein stability; decrease of EGFP signal, % at 10 µM; F442A p/CIP-EGFP cells, EGFP fluorescence, 16 h; AID 1984; 290,000 compounds, 0.01% hits;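 active = EGFP signal decrease of at least 30% at 10 µM or well 3 SD below plate mean, unless failing retest; inactive = the rest, including hits failing retest or dose response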; note: some compounds called inactive have numbers as strong as hits; many of its hits are not listed in these tables
# Target sequence (Q05BA5 1-1403): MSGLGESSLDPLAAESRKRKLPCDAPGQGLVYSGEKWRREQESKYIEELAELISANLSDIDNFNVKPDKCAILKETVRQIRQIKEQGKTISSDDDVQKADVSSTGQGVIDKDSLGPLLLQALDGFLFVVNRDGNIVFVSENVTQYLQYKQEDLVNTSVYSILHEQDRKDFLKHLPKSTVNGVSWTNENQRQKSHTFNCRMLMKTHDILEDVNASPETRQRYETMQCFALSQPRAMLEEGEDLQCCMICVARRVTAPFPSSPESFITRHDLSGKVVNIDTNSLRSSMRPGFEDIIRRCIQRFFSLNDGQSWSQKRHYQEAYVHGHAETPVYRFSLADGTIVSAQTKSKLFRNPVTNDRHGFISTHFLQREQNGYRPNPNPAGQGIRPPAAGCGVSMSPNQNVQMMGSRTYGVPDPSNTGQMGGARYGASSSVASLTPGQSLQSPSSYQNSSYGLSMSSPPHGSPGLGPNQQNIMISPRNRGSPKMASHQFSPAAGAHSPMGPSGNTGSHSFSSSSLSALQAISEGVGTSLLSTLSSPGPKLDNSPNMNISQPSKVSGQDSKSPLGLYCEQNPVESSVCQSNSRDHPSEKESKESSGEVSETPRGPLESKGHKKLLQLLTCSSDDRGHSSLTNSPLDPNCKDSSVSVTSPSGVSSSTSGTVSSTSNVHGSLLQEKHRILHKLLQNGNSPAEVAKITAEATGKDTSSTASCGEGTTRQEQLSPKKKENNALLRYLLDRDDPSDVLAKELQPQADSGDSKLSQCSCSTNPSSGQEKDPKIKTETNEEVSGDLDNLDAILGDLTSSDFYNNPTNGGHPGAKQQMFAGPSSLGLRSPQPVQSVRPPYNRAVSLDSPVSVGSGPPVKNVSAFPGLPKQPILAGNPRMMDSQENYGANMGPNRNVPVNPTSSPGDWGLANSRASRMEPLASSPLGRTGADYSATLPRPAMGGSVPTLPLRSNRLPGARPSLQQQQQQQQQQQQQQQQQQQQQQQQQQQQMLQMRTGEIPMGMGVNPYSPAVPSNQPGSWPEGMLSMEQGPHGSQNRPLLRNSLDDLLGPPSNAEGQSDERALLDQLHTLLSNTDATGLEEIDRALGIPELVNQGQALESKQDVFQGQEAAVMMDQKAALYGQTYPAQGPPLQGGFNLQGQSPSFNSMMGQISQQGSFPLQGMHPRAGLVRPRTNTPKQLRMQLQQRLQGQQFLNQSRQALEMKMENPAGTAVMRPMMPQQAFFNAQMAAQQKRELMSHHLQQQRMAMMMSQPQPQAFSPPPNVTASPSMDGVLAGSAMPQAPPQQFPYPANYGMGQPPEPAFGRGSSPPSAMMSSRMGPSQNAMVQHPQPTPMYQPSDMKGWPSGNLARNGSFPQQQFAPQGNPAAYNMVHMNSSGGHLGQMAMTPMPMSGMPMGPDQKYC
# PHOSPHO1 inh: inhibitors of human PHOSPHO1 phosphatase | AID 1565 | 290,000 compounds, 1.1% hits | inhibition, % at 13.3 µM | recombinant PHOSPHO1, absorbance phosphatase assay | Q8TCT1; in the data active = inhibition above about 60%
# IMP-1 inhibitor: inhibitors of Pseudomonas aeruginosa IMP-1 metallo-beta-lactamase. purified IMP-1, nitrocefin hydrolysis, epi-absorbance fluorescence. inhibition, % at 5.6 µM. 290,000 compounds, 0.45% hits. AID 1556;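 active = inhibition above the mean plus 3 SD of all compounds in the same screening run, cut at about 4.5% in these data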;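 note: 0% = IMP-1 with DMSO and 100% = DMSO wells lacking enzyme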
#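 Assay system: purified recombinant IMP-1 beta-lactamase. Input: IMP-1 0.2 nM before substrate addition. Buffer or medium: Zinc- and detergent-supplemented HEPES buffer, pH 7.1. Schedule: 25 °C, 15 min preincubation, 25 min reaction. Signal: Epi-absorbance fluorescence, 480 nm excitation, 530 nm emission. Evaluation: percent inhibition from optical density relative to buffer-blank wells.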
# UBC9 SUMO inh: SUMOylation inhibition; HTRF SUMOylation assay, SAE1/SAE2 + UBC9, in vitro; 290,000 compounds, 0.36% hits; P63279; inhibition, % at 35 µM; in the data active = inhibition above about 50%, passing the limit was not always enough; inconclusive = no clear call, values can overlap the other calls; note: strong numbers were not always called active
# FID counter: fluorescent intercalator displacement, NS3 helicase counter-screen; DNA fluorescent intercalator displacement, fluorescence; inhibition, % at 7.9 µM; 290,000 compounds, 0.17% hits; AID 1845; in the data active = inhibition above about 37%;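 note: 0% = vehicle and 100% = reference compound; higher means more ethidium bromide displaced from hairpin DNA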
# MEKK3 PB1 HTS: MEKK3-MEK5 PB1 interaction, increase or decrease. Q99759. binding response (% of control), % at 10 µM. 290,000 compounds, 1.4% hits. bead-based flow cytometry, Alexa488-MEK5 binding to MEKK3; actives lie on both sides; 0 = blocked by unlabeled MEK5, 100 = vehicle;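 active = binding response more than 3 SD above or below the average of its plate-row segment, actives on both sides; inconclusive = wells at one plate position flagged as instrument error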;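 note: Alexa488 bead fluorescence after subtracting the streptavidin-only scavenger bead signal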
# * = called active by the depositor; ? = inconclusive; · = not tested or not shown. An excerpt, so the mix of outcomes need not match the whole.
SMILES,IDE cell activ,VIM-2 inh,NS3 helicase inh,p-CIP stab down,PHOSPHO1 inh,IMP-1 inhibitor,UBC9 SUMO inh,FID counter,MEKK3 PB1 HTS
COc1ccc(CN2CCN(c3ncnc4scc(-c5ccc(F)cc5)c34)CC2)cc1,4,-1.3,-35,-1,3,-1.1,-10,0,109
COc1ccc(NC(=O)CCSc2nnnn2C)cc1,1,-1.1,4,1,4,-2.0,14,0,103
C=CCN1C(=O)N/C(=C/c2ccc(C)o2)C1=O,-2,-2.3,9,-19,-7,-2.2,0,-3,102
Cc1[nH]n(-c2ccccc2)c(=O)c1N=O,2,-3.7,2,-19,1,-1.2,19,3,99
O=C1COc2ccc(C(=O)CSc3nnnn3-c3ccccc3)cc2N1,1,-0.1,-7,0,37,-1.5,-1,-14,104
Cn1ccc(C(=O)Nc2ccc3c(c2)OCCO3)n1,4,-2.1,-11,8,33,-3.0,8,-1,111
O=C(NC1=NCCS1)c1ccccc1OCc1ccccc1Cl,9,-2.9,36,-5,-10,-2.3,0,-10,101
CCOC(=O)c1nc(Nc2ccc(C(=O)O)cc2)c2ccccc2n1,-2,-3.2,1,-2,18,-2.4,0,0,114
Cc1nn(C)c(C)c1NC(=O)c1ccc(S(=O)(=O)N(C)C)cc1,4,-3.9,5,-11,5,-6.8,22,6,103
Cc1ccc(CNc2ccc(N3C(=O)CC(C)C3=O)cc2[N+](=O)[O-])cc1 (stereo unspecified),6,-0.1,-7,-3,12,-2.0,-5,-1,94

# Quoted at random: 3 compounds from above
SMILES,IDE cell activ,VIM-2 inh,NS3 helicase inh,p-CIP stab down,PHOSPHO1 inh,IMP-1 inhibitor,UBC9 SUMO inh,FID counter,MEKK3 PB1 HTS
COc1ccc(CN2CCN(c3ncnc4scc(-c5ccc(F)cc5)c34)CC2)cc1,4,-1.3,-35,-1,3,-1.1,-10,0,109
O=C1COc2ccc(C(=O)CSc3nnnn3-c3ccccc3)cc2N1,1,-0.1,-7,0,37,-1.5,-1,-14,104
Cn1ccc(C(=O)Nc2ccc3c(c2)OCCO3)n1,4,-2.1,-11,8,33,-3.0,8,-1,111

# (further entries)
SMILES,IDE cell activ,VIM-2 inh,NS3 helicase inh,p-CIP stab down,PHOSPHO1 inh,IMP-1 inhibitor,UBC9 SUMO inh,FID counter,MEKK3 PB1 HTS
COc1ccc(N2CCN(CC(=O)c3c(C)n(C)c4ccc(OC)cc34)CC2)cc1,·,-2.0,0,-4,40,-1.8,22,-3,105
O=C(NC1=NCCS1)c1ccc(-c2ccc(Cl)cc2)o1,4,-2.3,1,4,-2,-2.0,7,-6,103
N=C1C(c2ccccc2)=C(O)CN1c1cccc(S(=O)(=O)Nc2cccc(C(F)(F)F)c2)c1,2,-3.2,1,7,9,-2.6,2,-17,79
O=C(Nc1ccc(F)cc1)NC1(C(=O)NCc2cccs2)CCCCC1,0,-2.9,-3,-11,39,-2.1,17,-1,97
COCC(=O)n1nc(-c2ccccc2)nc1NCc1ccccc1,4,1.9,-3,-4,34,0.1,11,0,?
CCc1ccc2c(c1)c1nc(C)sc1n2CC(=O)OC,-16,0.8,0,5,14,-2.2,4,-6,94
C=CCn1c(SCC(=O)c2ccc(Br)cc2)nnc1C(CC(C)C)NC(=O)c1cccs1 (stereo unspecified),0,-1.2,6,1,13,-1.3,11,-6,102
Cc1nc2ccccc2c(=O)n1/N=C/c1ccccc1,2,0.0,-3,-12,13,-1.3,-8,1,99
COc1cc(CCC(O)CC(=O)CCc2ccccc2)ccc1O (stereo unspecified),-1,-1.5,13,7,12,-1.3,-4,-15,106
O=C(COc1ccc(Cl)cc1Cl)Nc1ccc(Cl)cn1,8,-2.0,3,-16,-18,-5.3,6,0,102
COC(=O)c1cccc(NC(=O)c2cnccn2)c1,-5,0.7,7,2,46,-0.3,-8,-5,101
Cc1ccc(OCc2cnc(Cl)s2)c(C)c1,-2,-0.5,10,-18,21,-1.2,6,-1,101
N/C(=N\OC(=O)COc1ccc(Br)cc1)c1ccncc1,-4,-0.7,-5,2,-2,-2.1,2,-3,103
COc1cccc(OC)c1C(=O)N1CCN(Cc2ccccc2C(F)(F)F)CC1,-8,-2.6,0,-1,19,-0.9,3,-23,108
CC1=C(C#N)C(C)C2=C(CC(C)(C)CC2=O)N1 (stereo unspecified),8,-2.2,4,-10,-12,-2.1,21,2,97
Cn1c(=O)[nH]c(=O)c2c1nc(SCCN1CCCCC1)n2Cc1ccccc1,1,-1.8,3,-19,14,-4.7,-1,14,104
Cc1ccc(S(=O)(=O)c2c(N)n(CCCO)c3nc4ccccc4nc23)cc1,8,-0.7,-3,8,18,-5.3,14,-12,103
O=C(O)c1cnc(-c2ccccc2)nc1-c1ccccc1,3,-3.2,7,7,-4,-2.0,22,-4,106
COc1ccc(Cn2nnnc2C(c2cccs2)N2CCN(c3ccc([N+](=O)[O-])cc3)CC2)cc1 (stereo unspecified),4,-1.5,-12,-6,-10,-2.0,12,-1,100
CC(=O)N1CCN(c2ccc(Oc3ccc([N+](=O)[O-])c(C(F)(F)F)c3)cc2)CC1,-2,-1.8,-27,-8,15,-3.3,-9,-32,102
COc1cc(NC(=O)CN2C(=O)COc3ccc(S(=O)(=O)N4CCCCC4)cc32)cc(OC)c1,4,-3.7,-10,-20,41,-3.5,·,-29,97
COC(=O)Cn1cc(C(=O)c2cccs2)c2ccccc21,-2,-5.9,-6,20,21,-8.2,8,-3,99
COc1cn(-c2ccccc2)nc1C(=O)Nc1ccc(C)cc1Cl,0,-4.7,-20,0,27,1.2,8,-15,100
CCOc1ccc(NC(=O)CCNS(=O)(=O)c2ccc(Br)s2)cc1,5,-2.6,1,-8,8,-1.2,7,-8,100
O=C(NCc1ccc2c(c1)OCO2)c1ccc(N2CCCC2=O)cc1,4,-2.0,8,3,3,-1.2,5,-4,101
COc1ccc(CCC(=O)OCc2csc(CC(=O)Nc3ccccc3C)n2)cc1,1,1.0,-22,-1,22,-0.9,19,-31,101
COC(=O)c1c[nH]n2c(=O)c(Cc3ccc(F)cc3Cl)c(C)nc12,-4,-1.7,-10,-8,10,-0.2,27,3,105
Cc1cccn2c(CNCC(C)Oc3cccnc3)c(C(=O)N3CCOCC3)nc12 (stereo unspecified),4,-1.5,-17,-2,22,-4.3,-10,-9,103
COc1ccccc1NS(=O)(=O)c1cc([N+](=O)[O-])ccc1N/N=C/c1c[nH]c2ccccc12,0,-4.9,-2,-78,1,-0.7,12,6,103
O=C(Nc1ccncc1)c1ccc(Cl)cc1,3,-4.5,7,-8,·,-2.1,6,-2,100
O=c1[nH]nc(SCCS(=O)(=O)c2ccc(F)cc2)n1-c1ccccc1C(F)(F)F,4,-0.8,-13,-6,18,-5.1,13,-26,104
Cn1nnnc1SCc1ccc(C(=O)Nc2ccccc2F)cc1,-2,-4.8,5,0,56,-0.9,8,-2,106
CC(=O)c1cccc(S(=O)(=O)N2CCC(C(=O)O)CC2)c1,3,-2.5,7,0,20,-3.0,14,-3,97
COc1ccc(C(=O)NCCn2cc(SCC(=O)NCC3CCCO3)c3ccccc32)cc1OC (stereo unspecified),3,-0.5,-6,-2,-2,0.9,22,-44,100
CCN(CC)CCNC(=S)NC(=O)c1cn(-c2ccccc2)nc1-c1ccc(OC)cc1,1,-2.0,-55,3,-27,-3.4,-8,12,107
CCc1ccccc1NC(=S)N(Cc1cccs1)C1CCCC1,-1,-0.1,-6,0,-5,-2.3,4,-3,93
Cc1ccc(C)c(NC(=O)CSc2nc3ccc(N4C(=O)c5ccccc5C4=O)cc3s2)c1,-5,-0.8,5,-5,7,-2.3,17,-2,108
CCC(=O)Nc1c(-c2ccc(C)cc2)nc2ccc(C)cn12,1,-1.4,5,-136,·,-1.8,15,-3,114
O=C(O)COc1ccc(C(=O)Cc2ccc3c(c2)OCCCO3)c(O)c1,2,-0.4,4,-14,7,-3.3,18,-23,96
Cc1scc(C(=O)NNC(=O)CCC(=O)O)c1C,3,-0.8,1,-1,44,-2.1,14,-4,114
CCc1c(-c2n[nH]c(=S)n2Cc2ccccc2)csc1C,-24,-3.2,2,-10,4,-3.2,-8,-23,104
Cc1cccc(N2CCN(C(c3ccccc3)c3nnnn3CC3CCCO3)CC2)c1C (stereo unspecified),-3,-4.5,-9,-5,12,-1.3,12,-17,98
CCCCN(C(=O)C(C)Oc1ccc(Br)cc1)c1c(N)n(Cc2ccccc2)c(=O)[nH]c1=O (stereo unspecified),-4,-1.3,-6,-16,14,-2.0,14,-24,104
CCn1c(Cc2ccccc2)n[nH]c1=S,4,-0.4,-3,-5,0,-3.5,26,-10,98
CCN(Cc1ccccc1)S(=O)(=O)c1ccc2c(c1)NC(=O)CS2,4,-1.2,0,-10,5,-3.3,15,-32,97
CCOc1ccc2c(c1)-c1c(ssc1=S)C(C)(C)N2,4,-4.5,-1,7,30,-4.9,-14,9,102
O=C(c1cccnc1)N1CCN(S(=O)(=O)c2ccc(Cl)cc2)CC1,2,-2.7,1,11,-7,-8.6,3,-3,110
COc1ccc2cc(C#N)c(SCC(=O)N3CCCC3)nc2c1,-1,-3.3,5,-6,-8,-0.7,-11,-19,96
Cc1ccccc1NC(=S)N(Cc1ccccc1)Cc1cccnc1,0,-1.9,-3,-7,36,-4.5,-3,-4,103
Cc1sc2ncnc(NCc3cccs3)c2c1C,-2,1.5,-7,-20,32,-0.7,-4,-11,105
# (continued)
SMILES,IDE cell activ,VIM-2 inh,NS3 helicase inh,p-CIP stab down,PHOSPHO1 inh,IMP-1 inhibitor,UBC9 SUMO inh,FID counter,MEKK3 PB1 HTS
CCOc1ccccc1NC(=O)Nc1cnccn1,2,-2.8,-13,7,-20,-2.7,4,-3,101
CCc1ccc(NC(=O)C(=O)NCCN2CCN(C(=O)c3ccco3)CC2)cc1,3,-2.6,-1,2,3,-2.9,9,-29,89
CCCNC(=O)CN1C(=O)NC(CCSC)C1=O (stereo unspecified),6,0.6,-3,-5,10,0.3,25,0,87
CCOC(=O)c1[nH]c2ccccc2c1NC(=O)C(CC)CC,-5,1.2,4,-17,13,-1.3,21,-8,104
CC1Cc2ccccc2N1C(=O)Cc1cccs1 (stereo unspecified),8,-5.3,1,-5,-23,-6.5,23,-6,98
COc1ccc(OC)c(NC(=O)C(=O)NCc2ccncc2)c1,3,-2.0,-3,-13,2,-1.0,20,-7,108
Cc1nc2sc(C(c3cccc(F)c3)N3CCOCC3)c(O)n2n1 (stereo unspecified),4,-7.0,-4,6,41,-5.3,13,0,101
COc1ccc(C2=NO[C@@H]3[C@@H]4C[C@@H]([C@H]5C(=O)N(c6ccc7c(c6)OCO7)C(=O)[C@@H]45)[C@H]23)cc1OC,2,-3.9,-7,-5,7,-4.4,13,-22,113
COc1ccc(/C=C/C(=O)OCC(=O)c2c(C)[nH]c3ccccc23)cc1OC,2,5.4,-28,-20,-24,0.9,11,-26,90
Cc1ccc(-n2c(SCC(=O)Nc3ccc4cn[nH]c4c3)nnc2-c2ccco2)cc1,-4,0.7,-9,-12,-22,-2.2,-2,-35,86
CCN(CC)Cc1ccc(OC)c(Cl)c1,·,-2.4,-4,-26,27,-2.9,11,-2,109
